# Source: PubChem (several laboratories)
# ABCB1 block – inhibitors of human ABCB1 transporter, ABCG2 counter-screen; P08183; CCRF-Adr cells, JC-1 efflux, flow cytometry; hit rate 0.067% among 190,000; inhibition, % at 6.6 µM; AID 1326; in the data active = inhibition above about 40%;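 note: 0% = vehicle and 100% = reference inhibitor; higher value means more JC-1 retained so stronger ABCB1 efflux block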
# HRas wt GTP – changes GTP binding to wildtype human HRas; P01112; GST-Ras wt beads, Bodipy-FL-GTP binding, flow cytometry; actives lie on both sides; GTP binding activity, % at 10 µM; hit rate 0.14% among 190,000; AID 759;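 active = GTP binding activity at least 20% away from the 100% baseline, either lowered as inhibitor or raised as activator; inconclusive = flagged as likely green fluorescent, judged across all proteins in the well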;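 note: 0% = unlabeled GTP competition control and 100% = no-compound control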
# Target sequence (P01112 whole entry, looked up): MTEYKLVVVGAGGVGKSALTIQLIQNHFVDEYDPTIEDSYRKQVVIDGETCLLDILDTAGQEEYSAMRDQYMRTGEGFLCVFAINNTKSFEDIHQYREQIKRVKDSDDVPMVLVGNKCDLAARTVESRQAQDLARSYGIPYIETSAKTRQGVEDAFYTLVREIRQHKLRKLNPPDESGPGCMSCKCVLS
# Rac1 act GTP bind – alters GTP binding to activated mutant human Rac1; percent activity (GTP binding), % at 10 µM; P63000; AID 764; hit rate 0.11% among 190,000; GST-Rac1 activated beads, fluorescent GTP binding, flow cytometry; actives lie on both sides; 100% means binding = to untreated wells;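 active = GTP binding at least 20 percentage points away from the 100% baseline, in either direction, so actives lie on both sides; inconclusive = Compound likely fluorescent itself, or too few beads counted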
# Rab2 wt GTP – changes GTP binding to wildtype dog Rab2A, up or down. GST-Rab2 wt beads, Bodipy-GTP binding, flow cytometry. GTP binding activity, % at 10 µM. P61105. hit rate 0.19% among 190,000;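 active = GTP binding activity at least 20 points away from 100%, either lowered or raised; inconclusive = signal likely due to the compound's own green fluorescence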;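 note: 0% = beads with excess unlabeled GTP and 100% = no-compound control corrected for plate trend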
# Pf gamet viab – inhibitors of late stage P. falciparum gametocyte viability. P. falciparum stage V gametocytes, ATP luminescence, 24 h. inhibition, % at 10.9 µM. hit rate 0.065% among 150,000. AID 743093;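 active = inhibition above the mean plus 3 SD of compounds within the control limits, set per campaign, cut at about 38% in these data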;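 note: 0% = DMSO wells and 100% = medium only without gametocytes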
# ABCG2 block – inhibitors of human ABCG2 transporter, ABCB1 counter-screen; inhibition, % at 6.6 µM; hit rate 0.1% among 190,000; IgMXP3 cells, JC-1 efflux, flow cytometry; Q9UNQ0;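 active = inhibition above 80%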;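 note: 0% = DMSO and 100% = nicardipine control wells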
# Target sequence (Q9UNQ0 whole entry, looked up): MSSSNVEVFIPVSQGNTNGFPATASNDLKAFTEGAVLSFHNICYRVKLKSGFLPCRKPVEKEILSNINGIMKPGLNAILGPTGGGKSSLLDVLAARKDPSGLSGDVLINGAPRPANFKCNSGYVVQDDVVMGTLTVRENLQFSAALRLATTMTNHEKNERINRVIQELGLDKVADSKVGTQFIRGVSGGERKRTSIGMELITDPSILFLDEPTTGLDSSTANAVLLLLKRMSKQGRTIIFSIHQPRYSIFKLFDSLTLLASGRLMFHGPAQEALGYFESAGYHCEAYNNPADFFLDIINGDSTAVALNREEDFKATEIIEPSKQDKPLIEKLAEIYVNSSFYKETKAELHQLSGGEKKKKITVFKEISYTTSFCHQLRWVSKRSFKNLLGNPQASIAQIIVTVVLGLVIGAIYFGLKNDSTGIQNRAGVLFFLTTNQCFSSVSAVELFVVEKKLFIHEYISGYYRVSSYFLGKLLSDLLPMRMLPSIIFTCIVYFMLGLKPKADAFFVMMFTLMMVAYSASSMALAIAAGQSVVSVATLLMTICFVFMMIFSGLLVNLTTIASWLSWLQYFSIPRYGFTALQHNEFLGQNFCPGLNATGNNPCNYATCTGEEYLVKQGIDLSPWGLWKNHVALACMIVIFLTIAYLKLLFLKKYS
#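 Measure – % inhibition of efflux relative to nicardipine and DMSO · Test system – ABCG2 IgMXP3 and barcoded ABCB1 CCRF-Adr cell mix · Control set – nicardipine as high control, DMSO as low control · Compound – one concentration, 6.6 µM final · Signal – flow cytometry of retained JC-1 fluorescence · Timing – 10 min exposure at 25 °C with rotation, no wash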
# Mcl1-Noxa inh – disrupts binding of human Mcl-1 to Noxa peptide; Q07820; TR-FRET Mcl-1/Noxa peptide binding, 2 h; inhibition, % at 21.7 µM; hit rate 1.5% among 220,000;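 active = compounds that cut the protein-peptide binding signal by more than 50% relative to plate controls in a single-dose test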;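 note: His-tagged Mcl-1 with rhodamine Noxa BH3 peptide and terbium anti-His antibody; 0% = Mcl-1 plus Noxa peptide wells and 100% = peptide-only wells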
# Rac1 wt modul – modulators of human Rac1 wildtype GTP binding; GST-Rac1 beads, fluorescent GTP binding, flow cytometry; actives lie on both sides; 0 = cold GTP competed, 100 = untreated; P63000; GTP binding activity (% of control), % at 10 µM; AID 757; hit rate 0.27% among 190,000;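 active = GTP binding activity at least 20 points away from the 100% control level, either lower or higher; inconclusive = compound flagged as likely green fluorescent, judged across all proteins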
# Avidin fluor – avidin bead compound fluorescence profile | Avidin beads, compound fluorescence 488/530 nm, flow cytometry; active compounds read high | fluorescence (KMESF) at 10 µM | hit rate 0.38% among 220,000; in the data active = fluorescence above about 47; note: inactives centre near 10
# Rab7 wt modul – modulators of GTP binding to dog Rab7 wildtype GTPase | GST-Rab7 beads, fluorescent GTP binding, flow cytometry; actives lie on both sides; untreated = 100%, excess cold GTP = 0% | GTP binding activity (percent of control), % at 10 µM | hit rate 0.055% among 190,000 | AID 758;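 active = fluorescent GTP binding to Rab7 beads changed by at least 20 points from the 100% baseline, either direction, mostly lower; inconclusive = compound itself probably fluorescent, or too few beads counted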;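 note: median green fluorescence of bound Bodipy-FL-GTP per Rab7 bead population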
# Cdc42 wt – changes GTP binding to wildtype human Cdc42 | P60953 | GST-Cdc42 beads, Bodipy-GTP binding, flow cytometry; actives lie on both sides | percent activity (GTP binding), % at 10 µM | hit rate 0.2% among 190,000 | AID 761;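 active = percent activity GTP binding at least 20 points away from the 100% baseline, either down as inhibitor or up as activator; inconclusive = compound flagged as likely green fluorescent from well-wide comparison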;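 note: median bead fluorescence of bound Bodipy-FL-GTP at 100 nM; 0% = excess unlabeled GTP control and 100% = no compound control; below 100% means less GTP binding so inhibitor and above means activator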
# Target sequence (P60953 whole entry, looked up): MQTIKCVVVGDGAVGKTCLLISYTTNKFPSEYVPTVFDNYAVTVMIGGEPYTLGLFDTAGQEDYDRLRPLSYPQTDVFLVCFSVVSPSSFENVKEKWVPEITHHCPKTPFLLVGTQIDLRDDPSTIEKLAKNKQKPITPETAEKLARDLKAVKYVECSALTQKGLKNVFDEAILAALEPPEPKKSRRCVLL
# An asterisk follows results filed as active; ? = inconclusive; . = not tested or not shown.
# Screens in order: ABCB1 block	HRas wt GTP	Rac1 act GTP bind	Rab2 wt GTP	Pf gamet viab	ABCG2 block	Mcl1-Noxa inh	Rac1 wt modul	Avidin fluor	Rab7 wt modul	Cdc42 wt
COc1ccc(C2NCc3ccccc3-n3cccc32)cc1 (stereo not given)
  2.0	97	97	98	.	3	29	99	6	96	98
Cc1ccc2c(c1)N(N=O)CCC2
  0.0	102	99	100	8	1	-2	103	3	100	104
COc1cc(/C=C/C(=O)c2c(O)n(CCc3ccccc3)c(=O)[nH]c2=O)ccc1O
  0.7	94	97	95	13	0	4	95	15	98	96
CCn1c(O)c(C=Nc2ccc(N3CCOCC3)cc2)c(=O)n(CC)c1=S
  2.9	103	99	100	19	13	1	103	7	101	104
Cc1ccsc1C(=O)C1CCCN(Cc2cnc(N3CCOCC3)s2)C1 (stereo not given)
  2.9	95	95	96	.	3	-7	94	7	97	96
O=C(c1ccc(Cl)cc1)C1CCCN(Cc2cccc3cnccc23)C1 (stereo not given)
  9.6	96	94	97	-11	5	0	98	7	105	97
Nc1c(C(=O)OC2CCCCC2)c2nc3ccccc3nc2n1CC1CCCO1 (stereo not given)
  1.0	101	98	100	-10	4	.	99	8	97	100
O=C(C1CC(c2ccc(Cl)c(Cl)c2)=NO1)N1CCC2(CC1)OCCO2 (stereo not given)
  0.2	104	101	105	.	0	7	106	4	103	106
COc1ccc(NC(=O)c2c(C)nn(Cc3ccccc3Cl)c2Cl)cc1Cl
  0.1	98	98	97	9	16	5	101	6	101	102
O=C(c1cccn2c(=O)c3cc(Cl)ccc3nc12)N1CCC2(CC1)OCCO2
  0.6	102	100	102	.	3	10	103	8	101	104

# Later entries
# Screens in order: ABCB1 block	HRas wt GTP	Rac1 act GTP bind	Rab2 wt GTP	Pf gamet viab	ABCG2 block	Mcl1-Noxa inh	Rac1 wt modul	Avidin fluor	Rab7 wt modul	Cdc42 wt
c1ccc(P(c2ccccn2)c2ccccn2)cc1
  0.3	98	98	95	7	1	17	101	8	96	97
CCOC(=O)C1=C(NC(=S)NC(=O)c2ccccc2)c2ccccc2CC12CCCC2
  0.2	103	101	102	-13	-1	19	101	0	99	99
Cc1cccc(NC2=NCCCS2)c1C
  0.5	97	99	97	.	7	8	101	17	100	100
CC1=CC(=C2C(=O)NC(=S)NC2=O)C=C(C(F)(F)F)N1CCc1ccccc1
  0.0	97	97	100	.	0	-27	99	9	104	97
O=C(c1cc2ccccn2n1)N1CCC2(CC1)OCCO2
  -1.3	101	101	102	7	13	5	105	16	100	102
CC(C(N)=O)N1CC(c2ccccc2)CC1=O (stereo not given)
  -0.5	101	100	100	.	-4	20	107	11	104	97
O=c1c2ccccc2nc(CSc2ncnc3nc[nH]c23)n1-c1ccccc1
  -0.3	96	93	94	-3	1	-4	94	7	97	95
C#CC[N+]1(C)C2CCC1CC(O)C2 (stereo not given)
  0.1	98	96	98	-6	3	12	101	3	101	99
O=C(c1ccc2c(c1)ncn2-c1ccc(F)cc1F)N1CCC2(CC1)OCCO2
  0.6	103	101	102	.	4	10	104	12	106	102
O=C1NC(=O)N(Cc2ccccc2)C(=O)/C1=C/N1CCCc2ccccc21
  21	98	99	96	7	66	20	99	8	97	95

# Further records.
# Screens in order: ABCB1 block	HRas wt GTP	Rac1 act GTP bind	Rab2 wt GTP	Pf gamet viab	ABCG2 block	Mcl1-Noxa inh	Rac1 wt modul	Avidin fluor	Rab7 wt modul	Cdc42 wt
O=C(Cc1ccccc1)OCCN1CCOCC1
  0.5	104	102	102	.	3	18	106	2	100	104
COC(=O)c1c(C)[nH]c(C(=O)C(Cc2ccccc2)N(C)C)c1C (stereo not given)
  -0.9	103	99	101	.	4	-1	112	17	100	108
CNCCCc1ccccc1
  1.3	103	100	102	.	0	-3	110	13	103	104
COc1ccc(N/N=C/c2c(O)n(-c3ccc(C)c(C)c3)c(=O)[nH]c2=O)cc1
  -7.8	98	98	100	-6	-16	19	108	12	95	104
CCc1nc2ccccc2c(=O)n1-c1ccc2ccccc2c1
  0.8	95	93	94	.	2	29	97	6	96	92
C[C@H](O)[C@H]1CC[C@H]2[C@@H]3CCC4=CC(=O)CC[C@]4(C)[C@H]3CC[C@]12C
  1.1	99	94	102	.	8	2	104	10	96	104
CCOP(=O)(C(NC(=O)c1ccccc1Cl)=C(Cl)Cl)c1ccccc1 (stereo not given)
  0.3	100	100	99	.	-1	3	102	12	100	99
N=C1c2ccccc2CN1NC(=O)C1CC1
  0.0	102	101	100	-11	1	22	103	13	101	102
CN1CCN(c2nccc3c2ncn3C)CC1
  -2.6	97	95	97	.	-2	13	95	16	97	98
CC(=NCc1ccc2c(c1)OCO2)c1c(O)n(C)c(=O)n(C)c1=O
  0.3	?	?	?	6	5	4	?	7	?	?

# (next part)
# Screens in order: ABCB1 block	HRas wt GTP	Rac1 act GTP bind	Rab2 wt GTP	Pf gamet viab	ABCG2 block	Mcl1-Noxa inh	Rac1 wt modul	Avidin fluor	Rab7 wt modul	Cdc42 wt
CC(=O)OC1N=C(c2ccccc2)c2cc(C)ccc2NC1=O (stereo not given)
  1.1	100	100	97	12	6	16	106	29	101	103
O=C(CN1CCCC1=O)N1CCOCC1
  0.0	101	101	102	-26	0	9	104	7	101	103
CON(C)C(=O)Nc1ccc(Cl)cc1
  0.6	101	101	102	0	4	8	102	8	101	100
O=C(COc1ccc(Br)cc1)N1CCN(Cc2c[nH]c3ccccc23)CC1
  0.9	103	99	102	.	7	12	106	13	102	102
CC(C)OP(=O)(O)NC(=O)c1ccccc1
  0.3	98	96	99	.	0	8	100	10	101	101
CCOP(=O)(OCC)C(O)c1ccc(Br)cc1 (stereo not given)
  0.1	99	98	99	.	5	18	101	11	102	103
CCOP(=O)(OCC)C(NC(=O)CN1C(=O)c2ccccc2S1(=O)=O)C(Cl)(Cl)Cl (stereo not given)
  0.1	104	101	105	-36	1	4	108	14	105	103
CP(=O)(O)CN1CCCCC1
  1.6	98	99	100	5	1	-3	100	6	95	97
O=C1NC(=O)N(Cc2ccccc2)C(=O)/C1=C\c1ccco1
  -0.8	99	94	99	12	-2	-3	96	8	104	96
O=C(c1ccc(N2CC3CC(C2)c2cccc(=O)n2C3)c([N+](=O)[O-])c1)N1CCCCC1 (stereo not given)
  .	101	99	98	1	1	13	101	15	95	103

# Looked up one by one from the entries so far (three):
# Screens in order: ABCB1 block	HRas wt GTP	Rac1 act GTP bind	Rab2 wt GTP	Pf gamet viab	ABCG2 block	Mcl1-Noxa inh	Rac1 wt modul	Avidin fluor	Rab7 wt modul	Cdc42 wt
O=C(CN1CCCC1=O)N1CCOCC1
  0.0	101	101	102	-26	0	9	104	7	101	103
CCOP(=O)(OCC)C(NC(=O)CN1C(=O)c2ccccc2S1(=O)=O)C(Cl)(Cl)Cl (stereo not given)
  0.1	104	101	105	-36	1	4	108	14	105	103
O=C1NC(=O)N(Cc2ccccc2)C(=O)/C1=C\c1ccco1
  -0.8	99	94	99	12	-2	-3	96	8	104	96

# (list continues)
Structure	ABCB1 block	HRas wt GTP	Rac1 act GTP bind	Rab2 wt GTP	Pf gamet viab	ABCG2 block	Mcl1-Noxa inh	Rac1 wt modul	Avidin fluor	Rab7 wt modul	Cdc42 wt
COc1cccc(C(=O)C2CCCN(Cc3cccc(C)n3)C2)c1 (stereo not given)	-1.9	89	93	92	.	-6	8	91	9	92	93
COC(=O)[C@H]1C[C@@H]1[C@H](NP(=O)(c1ccccc1)c1ccccc1)c1ccccc1	0.3	102	100	100	24	6	3	104	10	96	102
Nc1c([N+](=O)[O-])cc(F)c(N2CCNCC2)c1Br	-0.3	100	98	98	-12	0	-6	101	0	96	99
CCOC(=O)c1c(C)n(Cc2ccc3c(c2)OCO3)c2ccc(O)cc12	1.9	103	98	102	11	3	11	114	7	106	105
Cc1cnn(C2CCN(C)CC2)c1N	0.1	105	102	104	-25	0	2	105	36	104	107
CC12CCC3C(CC=C4CC5(CCC43C)OCCO5)C1CCC2=O (stereo not given)	1.0	98	101	97	14	2	1	102	10	96	97
CCC1(CCc2ccncc2)C(=O)NC(=O)NC1=O	0.2	102	100	100	.	1	-1	101	40	100	101
COc1ccc(-n2c(Cc3cccc([N+](=O)[O-])c3)nc3ccccc3c2=O)cc1	1.0	104	103	100	-17	2	6	104	3	99	103
Cc1ccc(C)c(CN2CCC(n3nnc4cc(F)ccc43)CC2)c1	3.1	97	94	97	.	26	12	98	8	100	96
O=c1[nH]c(=O)n(-c2cccc3ccccc23)c(O)c1C=NCc1ccc2c(c1)OCO2	1.3	100	98	104	4	4	8	104	16	98	101
COC(=O)C(O)(c1c[nH]c2ccccc12)C(F)(F)F (stereo not given)	1.5	104	101	104	2	8	4	104	8	98	105
Cc1ccccc1-n1c(O)c(/C=C2/C(c3ccccc3)=Nc3ccccc32)c(=O)[nH]c1=O	-0.8	97	96	96	.	-2	7	96	2	100	92
COc1ccccc1OCCCn1cc(C(=O)c2ccco2)c2ccccc21	2.8	103	99	102	.	21	-6	104	15	99	104
CN(CCc1ccccc1)Cc1ccccc1[N+](=O)[O-]	0.1	104	102	101	.	0	19	106	10	103	106
Clc1ccc(C2NCCc3[nH]cnc32)cc1 (stereo not given)	-0.1	97	97	96	-23	0	1	100	16	97	100
COCCNC(=O)c1c(NC(=O)c2ccco2)n(Cc2ccccc2)c2nc3ccccc3nc12	0.3	94	94	95	.	0	9	94	10	95	93
CC(=O)c1c(O)n(C2CCCCCC2)c(=O)[nH]c1=O	0.5	96	96	94	.	1	.	93	10	94	100
CC(=O)N(C1=NCCCS1)c1ccccc1F	0.8	97	100	99	.	2	15	100	25	99	97

# Only part of the results is shown, so the mix of outcomes need not match the whole.
